# Screening results: PubChem, Broad Institute
# RAD54 branch = inhibitors of human RAD54 branch migration, primary screen, biochemical, fluorescence, single point. AID 602329, 2012. inhibition, % at 10.4 µM. DNA repair and recombination protein RAD54-like (Homo sapiens), Q92698. RAD54 Holliday junction branch migration, FAM/BHQ fluorescence. 360,000 tested, 0.14% active;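 active means mean normalized replicate activity at least 40 and at least half of replicates scoring 40 or more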;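 further: 0% = median of neutral control wells and 100% = median of positive control wells; inhibitors cause a drop in the FAM fluorescence signal; in these data hits start at about 50%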
# RAD52 inh = RAD52 DNA annealing inhibitors, primary screen, biochemical, FRET, single point, set 2; DNA repair protein RAD52 homolog (Homo sapiens), P43351; recombinant RAD52 DNA annealing, FRET fluorescence; inhibition, % at 18.7 µM; 360,000 tested, 0.46% active; AID 651710, 2012;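 active means every replicate showing at least 50% inhibition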
# Target sequence (P43351 whole entry, looked up): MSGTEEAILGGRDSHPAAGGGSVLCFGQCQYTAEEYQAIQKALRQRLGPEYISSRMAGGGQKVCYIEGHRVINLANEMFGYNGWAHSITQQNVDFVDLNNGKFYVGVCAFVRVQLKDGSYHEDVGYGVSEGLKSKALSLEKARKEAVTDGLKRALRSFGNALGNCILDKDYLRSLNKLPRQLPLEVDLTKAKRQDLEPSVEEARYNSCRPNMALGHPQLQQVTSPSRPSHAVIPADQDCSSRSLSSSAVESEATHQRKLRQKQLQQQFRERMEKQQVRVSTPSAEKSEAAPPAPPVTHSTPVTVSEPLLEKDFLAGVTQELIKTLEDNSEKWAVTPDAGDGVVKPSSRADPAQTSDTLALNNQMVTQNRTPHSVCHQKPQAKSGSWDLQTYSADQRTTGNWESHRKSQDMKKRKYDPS
# PGC1a acetyl inh = inhibitors of PGC1a acetylation signal, primary screen, cell-based, U2OS, AlphaScreen, inhibitor mode | AlphaScreen anti-acetyl-lysine; with virally co-expressed GCN5 acetyltransferase | inhibition, % at 15.6 µM | 350,000 tested, 0.17% active;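 active means every replicate shows inhibition of at least 40%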;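 further: 0% = neutral control wells and 100% = positive control wells; some results beyond the cut were filed as inactive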
# ERAP1 HTS inh = human ERAP1 aminopeptidase inhibitors, primary screen, biochemical, single point, plate reader; Endoplasmic reticulum aminopeptidase 1 (Homo sapiens), Q9NZ08; recombinant ERAP1, Leu-AMC fluorescence, 60 min; inhibition, % at 10.7 µM; 340,000 tested, 0.15% active; AID 652197, 2013;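 active means mean replicate inhibition of at least 30%, or all replicates individually reaching that 30% level; inactive means mean below 30% and not every replicate reaching it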;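 further: 0% = neutral control wells and 100% = L-leucinethiol positive control wells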
# E-selectin induc = E-selectin induction in HUVECs, primary screen, imaging, HUVEC, immunofluorescence imaging, single point | AID 686992, 2013 | activation, % at 7.58 µM | 260,000 tested, 0.37% active | normalized: neutral wells 0, TNF-alpha wells 100;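 active means mean E-selectin-positive cell signal at least 10% of the positive control, reached in at least 60% of replicates, without over 20% cell loss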;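 further: in these data hits start at about 27%; measured in HUVEC primary endothelial cells; signal is the percent of cells scored E-selectin positive by PE staining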
# Target sequence (P16581 whole entry, looked up): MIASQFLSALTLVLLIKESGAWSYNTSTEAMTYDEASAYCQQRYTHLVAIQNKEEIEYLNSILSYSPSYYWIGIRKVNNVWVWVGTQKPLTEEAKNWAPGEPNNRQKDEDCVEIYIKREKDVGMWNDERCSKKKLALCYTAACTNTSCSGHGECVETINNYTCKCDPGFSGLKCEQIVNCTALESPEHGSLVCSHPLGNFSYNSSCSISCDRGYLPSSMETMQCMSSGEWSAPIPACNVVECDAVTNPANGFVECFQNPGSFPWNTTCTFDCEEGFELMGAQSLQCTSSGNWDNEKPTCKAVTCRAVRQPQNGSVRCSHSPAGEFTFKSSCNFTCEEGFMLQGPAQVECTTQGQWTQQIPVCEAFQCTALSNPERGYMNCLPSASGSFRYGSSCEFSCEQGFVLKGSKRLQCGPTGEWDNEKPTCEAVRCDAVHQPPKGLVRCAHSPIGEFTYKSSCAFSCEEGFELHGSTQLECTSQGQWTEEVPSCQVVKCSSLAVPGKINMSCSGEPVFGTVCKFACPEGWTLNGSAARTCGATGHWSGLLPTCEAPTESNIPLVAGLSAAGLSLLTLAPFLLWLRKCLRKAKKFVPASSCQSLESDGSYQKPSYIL
#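 Material: HUVEC primary endothelial cells; Amount: 3,000 cells per well; Dosing: single concentration; Medium: EGM-2 growth medium on 0.1% gelatin-coated wells; Read-out basis: percent E-selectin-positive cells; Signal: immunofluorescence imaging; Control set: TNF-alpha, DMSO.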
# miR122 inh = miR-122 Renilla sensor signal increase in Huh7, primary screen, miR-122 inhibitor project, cell-based, single point, plate reader; Huh7 miR-122 Renilla luciferase sensor, 48 h; neutral wells = 0, positive control = 100; activation (reporter increase), % at 12.5 µM; 340,000 tested, 0.3% active; AID 602342, 2012;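 active means mean replicate activation score at least 90 and every replicate individually at or above 90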;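 further: higher luciferase means less miR-122 activity so hits act as miR-122 inhibitors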
# Cneo AK release = Cryptococcus neoformans cell lysis inducers, primary screen, AK release luminescence, single concentration | C. neoformans lysis, adenylate kinase release luminescence, 4 h; normalised: neutral wells 0, clomiphene wells 100 | lysis activity, % at 15 µM | 360,000 tested, 0.2% active | AID 651654, 2012;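 active means mean lysis activity across replicates of at least 80%, whatever share of replicates individually reach that level; inactive means mean lysis activity below 80%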
#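 Test system: log-phase Cryptococcus neoformans yeast cells; Quantity: yeast cell density of 5 × 10^6 cells/mL; Buffer or medium: YPD; Doses: single compound concentration per well; Timing: 4 h at 37 °C static, read 1 h later; Measured by: AK luminescence; Read-out basis: lysis from increased AK signal; Control set: Clomiphene as positive control.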
# PglD DTNB = C. jejuni PglD acetyltransferase inhibitors, primary screen, biochemical, DTNB colorimetric, single point | UDP-N-acetylbacillosamine N-acetyltransferase PglD (Campylobacter jejuni) | purified PglD enzyme, DTNB colorimetric CoA detection | inhibition, % at 12.5 µM | 360,000 tested, 0.098% active; in the data active means inhibition above about 16%, passing the limit was not always enough; further: strong numbers were not always called active
# * hit, by the source's call; · = not tested or not shown; & = joins results of further samples; [ ] = another dose, or the depositor's remark. This is a random part of the collection, and some 1.4% of all compounds hit somewhere here.
compound	PGC1a acetyl inh	RAD54 branch	Cneo AK release	ERAP1 HTS inh	E-selectin induc	miR122 inh	PglD DTNB	RAD52 inh
N#Cc1cnc2nc(SCc3ccccc3)nn2c1	9.8	9.4	0.4	1.9	-0.2	-0.3	-3.7	-9.2
COc1ccc(NC(C)=O)cc1NC(=O)CCn1c(=O)sc2ccccc21	5.7	5.9	-3.3	1.7	·	4.5	3.3	5.4
Cc1ccc(NC(=O)CN(C)C(=O)C(C)N2CCN(Cc3ccccc3C)CC2)cc1 (configuration not stated)	-0.9	-1.1	-0.4	1.5	-1.6	-6.2	-4.6	-12.4
COc1ccc(Br)cc1CN1C(=O)NC2(CCCCCC2)C1=O	·	-5.0	0.8	-3.6	·	·	2.3	-8.5
C=CCc1cc(Cl)ccc1OCCOCCNCCOC	3.5	1.2	7.0	1.1	·	-1.8	-1.0	-12.8
Cn1c(=O)c2c(nc(N3CCOCC3)n2CCCNC2=NCCC2)n(C)c1=O	-10.6	-9.9	-2.0	·	·	-4.2	-2.6	·
O=C(C[C@@H]1C/C=C\CCCC(=O)OC[C@@H]2CCCN2C1=O)N[C@@H](CO)Cc1ccccc1	3.0	2.0	4.2	-3.9	0.3	-2.2	-2.1	-4.7
C=COCCn1c(-c2nonc2N)nc2ccccc21	-1.6	-1.3	2.1	·	·	-3.0	8.1	·
O=C(COc1ncnc2sccc12)N1CCN(c2ccccc2)CC1	-2.2	-5.5	-3.1	-1.2	1.5	-2.3	1.3	-23.7
COCCNC(=O)C[C@H]1C[C@@H]2c3cc(NC(=O)NC4CCCC4)ccc3O[C@@H]2[C@@H](CO)O1	-12.0	6.8	76.2	-1.1	-0.1	-0.3[16.7 µM]	2.1	8.5
COc1ccc(CNC(=O)C(=O)NCC2CCCN2S(=O)(=O)c2ccccc2)cc1 (configuration not stated)	·	1.4	-1.3	-1.0	·	·	-4.6	-24.8
CCc1ccc(N=C2NC(=O)/C(=C/c3ccc(OCC(=O)O)c(OC)c3)S2)cc1	-2.2	-5.6	-3.8	0.2	0.1	-9.3	9.4	-31.6
CCC(=O)Nc1ccc2c(c1)C(=O)N(C)[C@H]1CC[C@H](CC(=O)NCc3ccccc3)O[C@@H]1CO2	7.2	6.2	0.1	-1.8	0.1	4.4[16.7 µM]	-3.0	-7.4
CC(C)CC#Cc1ccc2c(c1)O[C@@H](CN(C)C(=O)Nc1ccccc1F)[C@@H](C)CN([C@@H](C)CO)S2(=O)=O	-2.6	-0.9	-2.8	-0.1	0.2	8.5[16.7 µM]	-1.2	28.7
COc1ccc(C(=O)O)cc1NC(=S)NC(=O)C(c1ccccc1)c1ccccc1	0.3	-9.2	2.2	-14.2	·	0.5	8.1	2.2
C/C=C/c1ccc2c(c1)O[C@@H](CN(C)C(=O)Nc1ccc(F)cc1)[C@H](C)CN([C@H](C)CO)S2(=O)=O	4.8	3.2	3.9	-3.3	0.1	7.7[16.7 µM]	-1.9	4.7
CCC(NC(=O)Cc1c(C)c2cc3c(cc2oc1=O)OC(C)(C)CC3)C(=O)O (configuration not stated)	·	1.2	0.6	1.8	0.4	-4.3	1.6	-18.6
NC(Cc1ccc(C(F)(F)F)cc1)c1csc(Nc2ccc(C(=O)c3ccccc3)cc2)n1 (configuration not stated)	-35.0	0.2	9.8	0.9	0.2	-4.9	·	-49.7
C[C@H](CO)N1C[C@H](C)[C@H](CN(C)S(=O)(=O)c2cccs2)OCCCC[C@H](C)Oc2ccc(NS(=O)(=O)c3cccs3)cc2C1=O	-8.2	-7.4	0.3	-0.7	0.8	-2.7[16.7 µM]	-0.6	11.8
O=c1c2cnn(-c3ccccc3)c2nc(-c2ccco2)n1-c1ccccc1	-14.0	-12.5	0.4	·	·	0.7	-2.7	·
CCSc1nnc(NC(=O)CSc2nc3c(c(=O)n2-c2ccccc2)SCC3)s1	21.1	-3.8	5.1	·	·	-8.0	-5.0	·
CO[C@@H]1CN(C)C(=O)c2cc(NC(=O)C3CCCC3)ccc2OC[C@@H](C)N(C(=O)CC2CC2)C[C@@H]1C	7.5	2.4	1.7	1.1	-0.1	-9.0[16.7 µM]	1.4	-14.6
CO[C@@H]1CN(C)C(=O)c2ccc(NS(=O)(=O)c3cccc(F)c3)cc2OC[C@@H](C)N(C(=O)Cc2cccnc2)C[C@@H]1C	9.6	9.1	0.1	-2.7	-0.2	·	-2.8	-15.7
CC1(C)Cc2ccccc2-c2nnc(-c3ccccc3)n21	·	-7.8	4.8	·	·	-26.5	-3.4	·
C[C@H](CO)N1C[C@H](C)[C@H](CN(C)Cc2ccncc2)Oc2c(NC(=O)C3CCCCC3)cccc2C1=O	6.9	4.7	-2.1	-1.1	-0.2	22.4[16.7 µM]	0.4	4.9
O=C(Oc1ccccc1C(=O)N1CCOCC1)c1ccc(Br)cc1	·	-2.5	5.2	·	·	6.3	0.2	·
CO[C@@H]1CN(C)C(=O)c2cc(NC(=O)C3CCCC3)ccc2OC[C@@H](C)N(C(=O)CC2CC2)C[C@H]1C	11.4	8.0	1.2	-1.0	-0.1	3.4[16.7 µM]	-0.6	-5.2
Cc1nc2ccccc2c(=O)n1/N=C/c1ccccc1F	-3.4	-3.9	-3.6	-2.4	0.0	-5.3	-3.6	-2.9
c1ccc(-n2c(Cc3cn4ccsc4n3)nnc2N2CCOCC2)cc1	-5.4	-2.4	-0.6	·	·	-0.4	3.8	·
O=S(=O)(NCCc1c[nH]c2ccccc12)c1ccc(F)cc1	·	-7.1	-0.4	-0.3	·	24.7	-3.4	-15.8
CCCCN1C(=O)C(=O)N(CC(=O)Nc2sc(C)c(CC)c2C(=O)OCC)C1=O	·	1.0	1.5	-2.3	-0.1	·	-0.9	-15.8
O=C(Nc1cc(N2CCOCC2)ncn1)NC1(C(F)(F)F)Oc2ccccc2O1	0.0	-6.1	-1.0	·	·	-2.0	3.2	·
CCc1ccc(C(O)c2ncc(-c3ccc4ccccc4c3)[nH]2)cc1 (configuration not stated)	0.1	-2.8	0.1	1.7	0.1	9.1	-0.4	-17.4
COc1cccc(S(=O)(=O)N(C)C[C@H]2OCc3cn(nn3)CCCC(=O)N([C@H](C)CO)C[C@@H]2C)c1	-5.7&-1.6&-1.5	-7.8&0.4	-1.5&0.1	-1.1&-1.4	0.1&-0.2	-0.2	-0.6&-2.5	-0.3&7.6
C[C@@H]1CN([C@@H](C)CO)C(=O)Cc2cc(NS(=O)(=O)c3cn(C)cn3)ccc2O[C@H]1CN(C)C(=O)Nc1cccc2ccccc12	3.0	-6.4	-2.7	0.0	-1.1	-1.0[16.7 µM]	-0.8	-10.9
CCN(CC)c1ccc(/C=C(\C#N)C(N)=O)cc1	9.5	·	·	3.5	4.6	·	·	-39.1
COc1cc(C2C(C#N)=C(N)OC3=C2C(=O)CC(C)(C)C3)c([N+](=O)[O-])cc1OC (configuration not stated)	7.1	-15.4	6.8	·	·	-12.1	-5.1	·
CC(=O)C1=CCC(c2ccc(Cl)cc2)N(S(=O)(=O)c2ccc(C)cc2)C1 (configuration not stated)	15.2&8.3	-3.9&-8.1	2.1&0.0	-3.1&4.7	-1.5&0.3	8.0&22.7	-2.5&1.3	8.8&-15.1
CCCC#Cc1cnc2c(c1)C(=O)N([C@H](C)CO)C[C@@H](C)[C@@H](CN(C)Cc1ccncc1)O2	-7.2	-5.0	5.4	-2.3	0.7	11.3[16.7 µM]	-0.7	11.9
O=c1[nH]c2cc3c(cc2cc1CN(Cc1ccccc1)Cc1nnnn1Cc1ccco1)OCCO3	3.0	-13.7	-0.3	·	·	-18.8	-2.3	·
O=C(COC(=O)/C=C/c1ccc(F)cc1)Nc1ccccc1-c1ccccc1	4.3	-2.9	1.9	-7.4	·	-16.1	4.2	-7.5
CCCC#Cc1cnc2c(c1)C(=O)N([C@@H](C)CO)C[C@H](C)[C@H](CN(C)C(=O)NCCC)O2	-6.2	-1.7	-0.5	-4.8	0.2	-0.7[16.7 µM]	0.7	-8.4
CC1CC(C)CN(C(=O)CSCC(=O)O)C1 (configuration not stated)	-7.6	2.8	0.5	-4.0	1.5	·	-1.2	-9.3
COc1ccc(Cl)cc1C(=O)NCc1ccc2c(c1)OCO2	3.2	1.1	-1.2	-1.7	·	13.2	-2.3	-38.5
C[C@@H]1CCCCO[C@@H](CN(C)S(=O)(=O)c2cn(C)cn2)[C@@H](C)CN([C@H](C)CO)C(=O)c2cc(NC(=O)CCC(F)(F)F)ccc2O1	·	-3.0	1.2	0.0	0.5	9.5[16.7 µM]	-3.3	-8.8
COCCN(Cc1ccccc1)C(=O)Cc1ccc(OC)c(S(=O)(=O)N2CCOCC2)c1	·	-13.0	-2.0	0.9	·	·	-1.6	2.5
O=C1C=C(NCc2ccccc2)CCC1	3.7	-7.1	-5.7	3.0	·	-3.0	0.7	-8.9
CCC(C(=O)Nc1ncccn1)(C(F)(F)F)C(F)(F)F	10.7	-10.4	1.6	·	·	-3.4	-0.1	·
CC(C)OCCCNC(=O)c1cc(S(=O)(=O)N2CCc3ccccc32)cn1C	·	13.2	-3.5	19.6	·	·	-5.4	-20.3
CC(=O)N(C)C1(c2nnnn2CCOC(=O)Nc2ccc(Cl)cc2)CCCCC1	6.3	-3.6	0.0	·	·	7.6	-2.0	·

# The closing 2 compounds of the part before are carried over, then new ones follow.
compound	PGC1a acetyl inh	RAD54 branch	Cneo AK release	ERAP1 HTS inh	E-selectin induc	miR122 inh	PglD DTNB	RAD52 inh
CC(C)OCCCNC(=O)c1cc(S(=O)(=O)N2CCc3ccccc32)cn1C	·	13.2	-3.5	19.6	·	·	-5.4	-20.3
CC(=O)N(C)C1(c2nnnn2CCOC(=O)Nc2ccc(Cl)cc2)CCCCC1	6.3	-3.6	0.0	·	·	7.6	-2.0	·
CCOC(=O)c1ccc(S(=O)(=O)N(CCO)Cc2cc3cc(OC)c(OC)cc3[nH]c2=O)cc1	-6.0	·	·	6.2	0.0	1.6	·	-8.1
Cc1c(C=NNC(=O)c2ccc(Br)cc2)c2ccccn2c1C(=O)c1ccncc1	0.0	9.2	-1.2	1.5	·	2.6	0.2	-15.1
CC(NC(=O)CCNS(=O)(=O)c1ccc2c(c1)oc(=O)n2C)c1ccccc1 (configuration not stated)	-2.0	-4.2	0.3	-8.4	·	-13.9	4.9	-2.8
Cc1ccccc1S(=O)(=O)N1CC[C@@H]2[C@@H](CO)Nc3ccc(-c4ccc(F)cc4)cc3[C@@H]21	18.9	9.0	5.7	·	3.6	157.5*[16.7 µM]	0.0	·
Cn1c(Sc2ccc(Br)cc2)c(C=O)c2ccccc21	25.0	10.8	3.3	·	·	3.1	-3.9	·
